mHTT CaM bind = mHTT-calmodulin interaction abrogation. P42858. AlphaScreen His-mHTT/GST-CaM binding, luminescence. inhibition, % at 15 µM. 190,000 compounds, 3.6% hits;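 also: 0% = both proteins with DMSO and 100% = one protein alone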
Pf apPOL block = Pf-apPOL DNA polymerase inhibition; Recombinant Pf-apPOL, molecular beacon fluorescence, 1.5 h; inhibition, % at 10 µM; 210,000 compounds, 0.25% hits; AID 1794808
Active calls of the source: *; i = inactive; . = not tested or not shown; & = joins results of further samples. Rule as the data show it: active = inhibition above about 50%; inactive = the rest.

SMILES,mHTT CaM bind,Pf apPOL block
CC(=O)N=c1sccn1CC(O)c1ccccc1 (stereo not drawn),-5,-3
Cc1cc(C)n(NC(=S)NC2CC3C=CC2C3)c(=O)c1C#N (stereo not drawn),.,-1
COc1ccc(C(=O)O/N=C(\N)Cc2ccc(Cl)cc2)c(OC)c1,i,-9
O=C(c1ccccc1F)N1CCC(CCOc2cccc(F)c2)CC1,-11,-4
O=[N+]([O-])c1ccc(N2CCN(S(=O)(=O)Cc3ccccc3)CC2)c(Cl)c1,21,3
O=C(O)CCC(=O)Nc1ccc(-c2ccc([N+](=O)[O-])cc2)cc1,-1,-1
CCCS(=O)(=O)c1c(S(=O)(=O)CCC)c2cnccn2c1C(=O)c1ccc(CC)cc1,13,-2
CCCNC(=O)c1ccc2c(c1)Sc1ncccc1C(=O)N2C1CC1,-2,0
Cc1cc(C)cc(N2C(=O)C3N=NN(c4ccc(Br)cc4)C3C2=O)c1 (stereo not drawn),-12,1
O=C(O)c1cc2ccccc2o1,0,3
Cc1nn(S(=O)(=O)c2ccccc2)c(C)c1Oc1ccc(Cl)cc1,.,-6
CCN1C(=O)CC(N2CCN(C(c3ccccc3)c3ccccc3)CC2)C1=O (stereo not drawn),16,-2
CCC(=O)NCc1nc2c(n1C)CN(S(=O)(=O)c1ccc(F)c(F)c1)CC2,5,-3
COc1ccccc1-c1coc2c3c(ccc2c1=O)OCN(C(C)C)C3,3,-4
COc1ccc(N2CCN(c3ncc4c(n3)CCN(Cc3cccc(F)c3)C4)CC2)cc1,51*,-4
O=C(Nc1ccc(F)cc1)C1CC(=O)N(c2ccc(F)cc2)C1 (stereo not drawn),-9,6
Nc1ncnc(NCCc2ccccc2)c1[N+](=O)[O-],0,-7
COc1ccc(-c2nnc(-c3ccc4c(c3)OCO4)o2)c(OC)c1OC,8,5
COc1ccc(CN2CCCC(N3CCCC3)C2=O)cc1F (stereo not drawn),7,1
O=C1c2ccccc2C2N1CCCN2C(=O)c1sc2ccccc2c1Cl (stereo not drawn),.,-30
COCCC1CCN(C(=O)C2CCN(C(C)=O)CC2)CC1,-6,-2
c1csc(-c2noc(CN3CCCCC3c3nc(C4CC4)no3)n2)c1 (stereo not drawn),-12,-5
Cc1ccccc1NS(=O)(=O)c1ccc(Cl)cc1,-2,2
CC(=O)N1CCc2cc(N3CC(C(=O)Nc4cc(Cl)ccc4F)CC3=O)ccc21 (stereo not drawn),4,-3
CCc1cccc(NC(=O)N2CCc3c(nc(-c4ccc(OC)cc4)[nH]c3=O)C2)c1,-8,3
CCN(CC)c1ccc(C2Oc3nc(SC)nnc3-c3ccccc3N2C(C)=O)c(OC)c1 (stereo not drawn),59*,-10
Brc1csc(C=Nc2ccc3c(c2)OCCOCCOCCO3)c1,1,-6
COc1cccc(C2CN(C(=O)c3ccccc3F)CC2C(=O)NC(C)C)c1 (stereo not drawn),0,-1
O=C1CC(N2CCN(c3cccc(Cl)c3)CC2)C(=O)N1c1ccc(F)cc1 (stereo not drawn),2,-8
CCCNC(=O)NC1(C(F)(F)F)Oc2ccccc2O1,0,4
CCOc1cc(-c2ccc(OCc3ccccc3)c(OC)c2)cc(=O)c2c(C)oc(C)c12,70*,-3
Cc1c(Cl)cccc1NC(=O)C1CCN(c2ncnc3c2nc2n3CCCCC2)CC1,6,-7
Cc1cc(C(F)(F)F)nc(NCc2ccco2)n1,-6,-6
Nc1ncnc(N2CCN(Cc3ccccc3)CC2)c1[N+](=O)[O-],8,1
C=C1CCN([C@@H](Cc2ccccc2)C(=O)NCc2ccc(Cl)c(Cl)c2)S(=O)(=O)c2ccccc21,43,-2
O=C1CSC(c2cccc(Cl)c2Cl)N1c1ccc(Br)cn1 (stereo not drawn),-4,-3
CSc1nc2n(n1)C(c1cccc(F)c1)C(C(=O)Nc1ccc(C)cc1C)=C(C)N2 (stereo not drawn),1,0
O=C1C2C3C=CC(CC3)C2C(=O)N1c1cc(C(F)(F)F)ccc1Cl (stereo not drawn),-7,1
Cc1ccc(CNC(=O)c2nc(-c3ccncc3)cs2)cc1,14,-6
O=C(CCc1ccccc1)N1CCCC(OCc2nc(C3CC3)no2)C1 (stereo not drawn),-4,1
O=C1CCCN2N=C(SCC(=O)NCCc3ccccc3)SC2=N1,3,2
COc1cccc(OC)c1C(=O)NCCc1ccc(S(N)(=O)=O)cc1,2,-5
CCOCc1nnc(NC(=O)C2CC(=O)N(CCc3c[nH]c4ccc(Cl)cc34)C2)s1 (stereo not drawn),45,2
O=S(=O)(N1CCOCC1)N1CCN(CC(O)COc2ccc3c(c2)CCC3)CC1 (stereo not drawn),10,.
CCC(=O)c1ccc(N2CCN(C(=O)c3c(F)c(F)cc(C)c3Cl)CC2)c(F)c1,2,4
CCN(CC)CCC(c1cc(OC)c(OC)c(OC)c1)c1c(OC)cc(OC)c2c(-c3ccccc3)cc(=O)oc12 (stereo not drawn),-5,-12
CCCS(=O)(=O)N1CCC(c2cnn(-c3cccc(C)c3)c2)CC1,-17,-7
COc1ccc(N2CCN(C(=O)c3csc4c3CCCC4)CC2)cc1,28,-1
COc1ccc(NC(=O)Nc2nnc(SCc3ccccc3F)s2)cc1OC,18,1
CC1(C)C(C=C(Cl)Cl)C1C(=O)NC1CCCCC1 (stereo not drawn),-27,4
COc1ccc(OC)c(NC(=O)c2cccc([N+](=O)[O-])c2C)c1,8,4
CC(C)NC(=O)c1csc(COc2ccccc2Cl)n1,-15,-8
Cn1c(=O)c(-c2nc(-c3ccccc3)no2)c(O)c2ccc(F)cc21,-11,-1
S=C(NCc1ccco1)Nc1ccc(C2=NCCO2)cc1,.,-10
CCOc1ccc(NC(=O)CN2N=NC3C(=O)N(c4ccc(C)cc4)C(=O)C32)cc1 (stereo not drawn),2,1
COc1ccccc1NC(=O)CCC(=O)Nc1ccccc1OC,-3,0

14 compounds already listed, arranged by formula weight, high to low:
SMILES,mHTT CaM bind,Pf apPOL block
CCN(CC)c1ccc(C2Oc3nc(SC)nnc3-c3ccccc3N2C(C)=O)c(OC)c1 (stereo not drawn),59*,-10
O=C1CC(N2CCN(c3cccc(Cl)c3)CC2)C(=O)N1c1ccc(F)cc1 (stereo not drawn),2,-8
O=C1c2ccccc2C2N1CCCN2C(=O)c1sc2ccccc2c1Cl (stereo not drawn),.,-30
COc1cccc(OC)c1C(=O)NCCc1ccc(S(N)(=O)=O)cc1,2,-5
O=C(CCc1ccccc1)N1CCCC(OCc2nc(C3CC3)no2)C1 (stereo not drawn),-4,1
CCCNC(=O)c1ccc2c(c1)Sc1ncccc1C(=O)N2C1CC1,-2,0
O=C(c1ccccc1F)N1CCC(CCOc2cccc(F)c2)CC1,-11,-4
Cn1c(=O)c(-c2nc(-c3ccccc3)no2)c(O)c2ccc(F)cc21,-11,-1
COc1ccc(OC)c(NC(=O)c2cccc([N+](=O)[O-])c2C)c1,8,4
Nc1ncnc(N2CCN(Cc3ccccc3)CC2)c1[N+](=O)[O-],8,1
Cc1ccc(CNC(=O)c2nc(-c3ccncc3)cs2)cc1,14,-6
COCCC1CCN(C(=O)C2CCN(C(C)=O)CC2)CC1,-6,-2
CCCNC(=O)NC1(C(F)(F)F)Oc2ccccc2O1,0,4
CC(=O)N=c1sccn1CC(O)c1ccccc1 (stereo not drawn),-5,-3

Next part.
SMILES,mHTT CaM bind,Pf apPOL block
CCOC(=O)c1cc(-c2ccc(Cl)cc2)nc(Sc2ccc(Cl)cc2)c1C#N,.,1
COc1ccc(NC(=O)C(NC(=O)c2cnccn2)c2ccc(C)cc2)cc1 (stereo not drawn),7,-4
S=C(Nc1ccccc1)Nc1ccccc1Br,-3,.
Cc1ccc(-n2cc(C(=O)NC3CC3)nn2)cc1C,-5,-1
O=S(=O)(c1ccc2c(c1)OCCO2)N1CCC(Oc2ccc(-n3cnnn3)cc2)CC1,-1,-13
Cc1nc(-c2ccc3c(c2)CCN3C(=O)c2ccoc2)cs1,7,4
Cc1ccccc1C1CC(=O)Oc2cc(C)c(Br)c(C)c21 (stereo not drawn),-6,-8
Cc1cccc(N(CC(=O)N2CCOCC2)S(C)(=O)=O)c1C,-2,-1
O=C1NCCc2c1[nH]c1ccc([N+](=O)[O-])cc21,-1,-1
O=C(CN1C(=O)CCSc2ccccc21)NC1CC1,1,-3
COc1ccccc1N1CCN(C(=O)C2CCN(c3nnc(-c4ccccc4)o3)CC2)CC1,7,-4
CC(C)CNC(=O)c1c2c(nc3ccccc13)CCCC2,2,2
Cn1cc(C2=CCN(C(=O)NCc3cccc(F)c3)CC2)c2cccnc21,50*,-5
COc1ccc(C(=O)Nc2nnc(C3CC(=O)N(c4ccc(Cl)cc4)C3)o2)cc1OC (stereo not drawn),76*,-3
CN1CCN(C(=O)c2cccc(N3CCNC(c4ccccc4)C3)n2)CC1 (stereo not drawn),0,-16
Cc1ccc(-c2nc3ccccn3c2NC(=O)CC(C)(C)C)cc1,32,1
Fc1ccc(N2CCN(Cc3cccs3)CC2)cc1,8,-2
CCCCN1CC(COc2ccccc2)OC1=O (stereo not drawn),22,-8
CCOc1ccc(NC(=O)Cn2c(C)nc3c(c2=O)CCN(Cc2ccccc2)C3)cc1,-5,-4
CCS(=O)(=O)c1ccsc1S(=O)(=O)CC,-3,.
O=C(CN1C(=O)NC2(CCCCC2)C1=O)NCCCc1ccccc1,1,-3
O=C(O)CCC(=O)Nc1nc2nc(-c3ccccc3)cc(-c3ccccc3)n2n1,10,0
CCC(C)NC(=O)c1nc2ccccn2c1-c1ccc(F)cc1 (stereo not drawn),8,0
CC1(C(=O)NCc2ccccc2)Oc2cccnc2NC1=O (stereo not drawn),-7,-2
COc1cccc(C(=O)N2C(C(=O)O)CSC2c2ccccc2Cl)c1 (stereo not drawn),2,-2
COc1cc2c(cc1NC(=O)c1ccccc1Cl)oc1ccccc12,-64,2
O=C(NCc1ccccc1)C1CCN(c2nc3ccccc3o2)CC1,-2,-4
CN(C)c1ccc(/C=C(\C#N)c2nc3ccccc3[nH]2)cc1[N+](=O)[O-],37,0
COc1ccc(C2CC(c3ccc(F)cc3)=NN2C(=O)CN2CCC(C)CC2)cc1 (stereo not drawn),24,-3
CSC1=C(C#N)C(=C(C#N)C#N)NC(c2ccccc2)=N1,.,48
Cc1cc(=O)oc(C)c1C(=O)NCc1ccc(F)cc1,7,-13
NC(=O)c1cccnc1OCC(F)(F)F,.,4&-8
CC(=O)Nc1ccc2c(c1)CCC2,.,-7
Cc1ccc(S(C)(=O)=NC(=O)CSc2ccc(C(F)(F)F)cn2)cc1 (stereo not drawn),.,-11
Cc1onc(-c2c(Cl)cccc2Cl)c1C=NNc1c(Cl)cccc1Cl,.,0
CCCNc1cc(N2CCC(CCC(=O)NC)CC2)ncn1,-2,-8
Cc1c(NC(=O)Cc2ccccc2)cccc1-n1cnnn1,-3,-1
CCCCC(=O)N1CCn2c(nnc2C(C)C)C1,0,-6
Cc1cccc(/C=C2\N=C(c3cc([N+](=O)[O-])ccc3Cl)OC2=O)c1,18,6
Cn1c(S(=O)(=O)O)nc2ccccc21,.,-8
NC(=O)c1ccccc1NC(=O)CCCc1ccccc1,-4,-5
CCNC(=O)Nc1ccc(-c2nc3ccccc3[nH]2)cc1,-6,-14
O=C(Nc1ccn(Cc2c(F)cccc2Cl)n1)c1cc2ccccc2oc1=O,-1,1
Cc1ccccc1OCC(=O)O,-3,3
O=C(Cn1cnc2c(c1=O)CCN(Cc1ccccc1)C2)Nc1ccccc1Cl,-7,-4
COc1ccc(C2C(=C(O)c3ccc4c(c3)CC(C)O4)C(=O)C(=O)N2CCCN(C)C)cc1OC (stereo not drawn),-1,-3
N#CC1=C(N)OC2=C(C(=O)CCC2)C1c1c[nH]c2ccccc12 (stereo not drawn),-2,0
COc1ccccc1N1CCN(CC(O)COCC2CC3CCC2C3)CC1 (stereo not drawn),5,-2
Cc1ccccc1NC(=O)CN(c1ccc(Cl)c(Cl)c1)S(C)(=O)=O,1,-5
CCCc1[nH]n(-c2ccc(F)cc2)c(=O)c1C=Nc1cccc(F)c1,5,-5
O=C(c1c(F)cccc1F)N1CCCC(c2ccnc(-c3ccc(F)cc3)n2)C1 (stereo not drawn),0,-6
COc1ccc(NC2CC(=O)N(c3ccc(N4CCOCC4)cc3)C2=O)cc1 (stereo not drawn),-4,2
Cc1cc2c(c(=O)o1)C(c1cccc(Br)c1)C(C#N)=C(N)O2 (stereo not drawn),-1,-4
O=C(COc1cccc(C(F)(F)F)c1)N1CCN(c2cc(N3CCCCC3)ncn2)CC1,2,-14
Cn1c(=O)c2c(nc(Oc3ccc(Cl)cc3)n2Cc2cccc(F)c2)n(C)c1=O,-6,-3
N#Cc1ccc([N+](=O)[O-])s1,.,2

Next part.
SMILES,mHTT CaM bind,Pf apPOL block
Cc1nc2ccc3nc(NC(=O)c4ccccc4[N+](=O)[O-])sc3c2s1,30,3
COC(=O)c1c(NC(=O)c2ccc([N+](=O)[O-])o2)sc(C)c1C,-6,-3
Cc1cccc(N2CCC(C(=O)NCc3ccc4c(c3)OCO4)C2=O)c1C (stereo not drawn),-8,4
COc1ccc(CN2CCSCC2)c(C)c1C,-3,-2
Cc1ccc(CN2CCCN(c3cccc(NC(=O)C4CCCC4)c3)C2=O)cc1,-3,-4
COc1ccc(NS(=O)(=O)c2ccc(C)cc2)cc1[N+](=O)[O-],14,8
Cc1cccc(C2CCCN2C(=O)c2nn(C)cc2Cl)c1 (stereo not drawn),2,-1
c1ccc(-c2noc(-c3cccs3)n2)nc1,30,3
